# HT1080 IDH1KD tx – toxicity to HT-1080 IDH1 knockdown cells (counter line) | HT-1080 IDH1 knockdown viability, ATP luminescence, 48 h | Potency, µM (highest dose often 46.1 µM), without a hit: at the top dose activity, negative = toxicity, actives largely listed as cytotoxic | actives 2% (n = 360,000) | AID 686971;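 note: potency is the fitted concentration of half-maximal effect; 0% = DMSO wells and -100% = cell-free medium wells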
#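 CellTiter-Glo luminescence after 48 h compound exposure at 37 degrees C of IDH1-knockdown HT-1080 cells in 5% FBS RPMI. %Activity scaled between DMSO wells and cell-free media wells, with curves fitted and assigned curve classes.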
# HT1080-NT tox – kills 2HG-producing HT-1080-NT fibrosarcoma cells; HT-1080-NT fibrosarcoma viability, CellTiter-Glo ATP luminescence, 48 h; Potency, µM (highest dose often 46.1 µM), without a hit: at the highest dose activity, negative = less viability, actives largely listed as cytotoxic; actives 1.6% (n = 360,000);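 note: NT is the 2HG producing partner of a matched IDH1 knockdown line; potency is the fitted concentration of half-maximal effect; 0% = DMSO-treated cells and -100% = media-only wells without cells; nearly all actives have a fitted effect of over 55% in size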
#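 Toxicity toward the 2HG-producing NT line was scored as %Activity, normalised to DMSO and no-cell wells, from CellTiter-Glo luminescence after 48 hours' treatment.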
# MCF10A rerep – inducers of DNA re-replication in MCF 10A breast cells | MCF 10A DNA re-replication, Hoechst nuclear intensity, 48 h | Potency, µM (top dose mostly 46.1 µM), inactives show top-dose activity, positive = re-replication, usual class: activators | actives 2.9% (n = 350,000); note: potency is the fitted concentration of half-maximal effect; % of control where 0% means no effect; nearly all actives have a fitted effect of over 50% in size
# SW480 rereplic – DNA re-replication induction in SW480 cells; SW480 DNA re-replication, Hoechst DNA content imaging, 48 h; Potency, µM (titrated, usually from 46.1 µM), for the others: top-dose re-replication activation, hits mostly activators; actives 1.8% (n = 340,000); note: potency is the fitted concentration of half-maximal effect; % of control where 0% means no effect; nearly all actives have a fitted effect of over 55% in size
#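 Treated cells incubate 48 hr (37 C, 5% CO2), are stained 40 min with Hoechst, and nuclear fluorescence is enumerated; a rise in nuclei with high DNA signal marks re-replication.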
# KB-V1 MDR tox – KB-V1 MDR subline cytotoxicity; Potency, µM (doses to about 46.1 µM), for the others: at the highest dose activity change, negative = cytotoxicity, actives largely listed as cytotoxic; actives 3.4% (n = 400,000); KB-V1 MDR cells viability, CellTiter-Glo, 72 h; AID 1347076; note: potency is the fitted concentration of half-maximal effect; % is set by controls: 0 for no effect and ±100 for the full control effect; nearly all actives have a fitted effect of over 60% in size
#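 Cytotoxicity via CellTiter-Glo luminescence after 72 h compound exposure at 37 degrees C. Cells: drug-selected KB-V1 line, DMEM phenol-red free plus 10% FBS. Compounds tested at multiple concentrations; normalized data fitted to concentration-effect curves.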
# IL-1B inflam inh – inhibitors of inflammasome signaling (IL-1 beta secretion) | THP-1 LPS/ATP IL-1B secretion, AlphaLISA, 16 h; stronger effect = lower value | AID 743279 | actives 4.7% (n = 360,000) | activity change, % at 57.5 µM; in the data active = activity change below about -50%; inconclusive = mostly about -30% to -49%; note: % is set by controls: 0 for no effect and ±100 for the full control effect
#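 THP-1 cells pretreated 1 hr with compounds (up to 57.5 uM final), then stimulated with LPS (250 ng/mL final) plus ATP (1.25 mM final); secreted IL-1B measured by AlphaLISA after 16 hr, decreased signal indicating inhibition.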
# KB-3-1 tox – kills parental KB-3-1 adenocarcinoma cells. AID 1347075. actives 1.4% (n = 400,000). Potency, µM (top dose mostly 46.1 µM), inactives show at the top dose activity change, negative = cytotoxic, usual class: cytotoxic. KB-3-1 viability, CellTiter-Glo ATP luminescence, 72 h; note: potency is the fitted concentration of half-maximal effect; % is set by controls: 0 for no effect and ±100 for the full control effect; nearly all actives have a fitted effect of over 60% in size
#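 KB-3-1 cells, DMEM (no phenol red) + 10% FBS; compound by pin transfer, 72 h, 37 °C. Readout: CellTiter-Glo luminescence after 10 min. Data normalized, curve-fitted.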
# ATXN2 expr inh – ATXN2 expression inhibition. Potency, µM (series often up to 57 µM), inactives show top-dose activity change, negative = inhibition, most hits filed as inhibitors. actives 0.72% (n = 360,000). HEK-293 ATXN2-luciferase reporter, luminescence, 24 h; note: potency is the fitted concentration of half-maximal effect; % is set by controls: 0 for no effect and ±100 for the full control effect; nearly all actives have a fitted effect of over 55% in size
#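 ATXN2-luciferase reporter cells (luciferase flanked by upstream and downstream ATXN2 gene portions) were treated 24 h at 37 °C with compounds at up to 57 uM. SteadyGlo luminescence gave expression; GF-AFC fluorescence gave viability.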
# WRN inhibitor – WRN helicase (human) inhibition | WRN helicase unwinding, fluorescent forked duplex, kinetic | Potency, µM (titrated, usually from 114 µM), for inactives: at the highest dose activity change, negative = inhibition, usual class: inhibitors | actives 0.46% (n = 360,000); note: potency is the fitted concentration of half-maximal effect; % is set by controls: 0 for no effect and ±100 for the full control effect; nearly all actives have a fitted effect of over 55% in size
#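 Kinetic red-fluorescence monitoring (525/598 nm) tracks WRN helicase activity after 100 nM fluorophore-quencher forked duplex and 2 mM ATP are added to 20 nM enzyme pretreated 15 min at room temperature with compound.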
# Numbers without * were called inactive; ? = inconclusive; nt = no result given; [ ] = remark or other dose. Unless noted, calls come from the whole dose curve; as a rule, active = well fitted curve in the direction sought with a large enough effect; inconclusive = small, poorly fitted or top-dose-only effect, or another doubt; inactive = no such curve, though single readings can be large; an effect the other way counts as inactive or inconclusive.
SMILES,HT1080 IDH1KD tx,HT1080-NT tox,MCF10A rerep,SW480 rereplic,KB-V1 MDR tox,IL-1B inflam inh,KB-3-1 tox,ATXN2 expr inh,WRN inhibitor
COc1ccccc1C(=O)NC(=O)COC(=O)CN1C(=O)NC2(CCCCC2C)C1=O (stereo unspecified),4%,7%,75%,3%,0%,-2,12%,-2%,-14%
COc1ccc(/C=C\c2cc(OC)c(OC)cc2CC[N+](C)(C)C)cc1OC,5%,1%,-3%,-1%,9%,21,1%,-1%,-10%
COc1ccccc1-c1cnn2c(NCc3ccccc3)cc(C)nc12,8%,-1%,?,?,-1%,-20,1%,nt,-2%
Nc1ccc(Cn2ccc3c4c(N)nc(N)nc4ccc32)cc1,0.033µM*,0.52µM*,27%,?,?,-99*,?,?,16µM*
Nn1c(SC/C=C/c2ccccc2)nnc1-c1ccncc1,-4%,-3%,-5%,-1%,-24%,-5,-14%,-18%,-33%[57.1 µM]
Cc1cc(N2CCCCCC2)nc2ccccc12,-13%,1%,?,6%,-11%,-6,2%,-12%,-14%
NC(=O)COc1ccccc1C(=O)O,18%,0%,-3%,-4%,-3%,4,-5%,0%,-4%
CC(=O)NS(=O)(=O)c1ccc(NC(=O)/C=C/c2ccccc2)cc1,12%,6%,-13%,1%,?,21,-7%,7%,0%
Cc1cccc(NC(=O)c2nc[nH]c2C(=O)N2CCc3ccccc3C2)c1,8%,4%,?,?,0%,-22,?,-14%,-7%
Cc1cc(C)cc(OCC(=O)NNC(=O)CC(C)c2ccccc2)c1 (stereo unspecified),2%,0%,nt,nt,4%,-20,4%,nt,5%
CCOC(=O)N1CCN(C(=O)c2noc(C(C)C)c2[N+](=O)[O-])CC1,0%,9%,-2%,-9%,?,2,16%,4%,3%
COC(C(=O)Nc1ccnn1C1CCN(Cc2cnn(C)c2)CC1)c1ccccc1 (stereo unspecified),0%,0%,8%,-2%,11%,7,5%,7%,-22%
COc1ccc(N=C2NC(=O)C(CC(=O)NCCc3ccc(OC)c(OC)c3)S2)cc1 (stereo unspecified),-21%,4%,-10%,-8%,?,-4,-7%,-2%,7%
CCC1CCCCN1C(=O)CSc1nc2c(cnn2-c2ccc(C)cc2)c(=O)[nH]1 (stereo unspecified),0%,14%,1%,-8%,1%,24,6%,11%,-7%
COc1ccc(C(=O)N=c2sc3ccccc3n2C)cc1OC,12%,13%,4%,-5%,-3%,1,16%,9%,-12%
C=CCn1c(=S)[nH]c2cc(C(=O)Nc3ccc(OC)c(OC)c3)ccc2c1=O,-1%,8%,3%,-4%,1%,5,-15%,1%,-2%
Cn1c(=O)c2c(SCC(=O)Nc3nccs3)nc(C3CC3)nc2n(C)c1=O,18%,24%,16%,-3%,9%,-8,3%,-1%,-6%
O=C1NC(c2ccc(Br)cc2)Oc2ccccc21 (stereo unspecified),0%,-2%,-1%,-5%,21%,-13,6%,nt,5%
CC1(C(=O)OCC(=O)Nc2cccc(S(=O)(=O)NC3=NCCCCC3)c2)CC1(Cl)Cl (stereo unspecified),-5%,8%,0%,7%,4%,-4,-1%,-1%,2%
CCOc1ccc(S(=O)(=O)N2CCOCC2)cc1NC(=O)CSCC(=O)Nc1ccc(OC)cc1,0%,-6%,5%,0%,?,2,2%,-2%,-1%
C[n+]1ccccc1/C=C/c1ccc([N+](=O)[O-])cc1,1%,1%,4%,2%,?,-3,-17%,-3%,-7%
N#Cc1cc2c(nc1Cl)CCCC2,15%,10%,4%,-1%,25%,-14,15%,5%,-5%
Cc1cc(Cl)ccc1Oc1nc(-c2ccc(F)cc2)ccc1C#N,-2%,0%,?,13%,?,-11,?,?,8%
CCCOC(=O)c1ccc(Nc2cc(C)nc3ncnn23)cc1,-6%,-2%,1%,-5%,-12%,27,2%,16%,-4%
Cc1cccc(C)c1OCC(O)CNC(C)c1ccccc1 (stereo unspecified),?,?,?,19%,-13%,?,-8%,-28%,5%
COc1ccc(CNC(=O)CN2CCN(S(=O)(=O)c3cc(Br)ccc3Br)CC2)cc1OC,0%,2%,15%,-4%,?,-9,-14%,-2%,5%
C=CCn1c(COc2cccc3cccnc23)nnc1SCC(=O)OC,0%,6%,-2%,2%,18%,15,0%,10%,2%

# 16 consecutive records out of the list so far, quoted:
SMILES,HT1080 IDH1KD tx,HT1080-NT tox,MCF10A rerep,SW480 rereplic,KB-V1 MDR tox,IL-1B inflam inh,KB-3-1 tox,ATXN2 expr inh,WRN inhibitor
COC(C(=O)Nc1ccnn1C1CCN(Cc2cnn(C)c2)CC1)c1ccccc1 (stereo unspecified),0%,0%,8%,-2%,11%,7,5%,7%,-22%
COc1ccc(N=C2NC(=O)C(CC(=O)NCCc3ccc(OC)c(OC)c3)S2)cc1 (stereo unspecified),-21%,4%,-10%,-8%,?,-4,-7%,-2%,7%
CCC1CCCCN1C(=O)CSc1nc2c(cnn2-c2ccc(C)cc2)c(=O)[nH]1 (stereo unspecified),0%,14%,1%,-8%,1%,24,6%,11%,-7%
COc1ccc(C(=O)N=c2sc3ccccc3n2C)cc1OC,12%,13%,4%,-5%,-3%,1,16%,9%,-12%
C=CCn1c(=S)[nH]c2cc(C(=O)Nc3ccc(OC)c(OC)c3)ccc2c1=O,-1%,8%,3%,-4%,1%,5,-15%,1%,-2%
Cn1c(=O)c2c(SCC(=O)Nc3nccs3)nc(C3CC3)nc2n(C)c1=O,18%,24%,16%,-3%,9%,-8,3%,-1%,-6%
O=C1NC(c2ccc(Br)cc2)Oc2ccccc21 (stereo unspecified),0%,-2%,-1%,-5%,21%,-13,6%,nt,5%
CC1(C(=O)OCC(=O)Nc2cccc(S(=O)(=O)NC3=NCCCCC3)c2)CC1(Cl)Cl (stereo unspecified),-5%,8%,0%,7%,4%,-4,-1%,-1%,2%
CCOc1ccc(S(=O)(=O)N2CCOCC2)cc1NC(=O)CSCC(=O)Nc1ccc(OC)cc1,0%,-6%,5%,0%,?,2,2%,-2%,-1%
C[n+]1ccccc1/C=C/c1ccc([N+](=O)[O-])cc1,1%,1%,4%,2%,?,-3,-17%,-3%,-7%
N#Cc1cc2c(nc1Cl)CCCC2,15%,10%,4%,-1%,25%,-14,15%,5%,-5%
Cc1cc(Cl)ccc1Oc1nc(-c2ccc(F)cc2)ccc1C#N,-2%,0%,?,13%,?,-11,?,?,8%
CCCOC(=O)c1ccc(Nc2cc(C)nc3ncnn23)cc1,-6%,-2%,1%,-5%,-12%,27,2%,16%,-4%
Cc1cccc(C)c1OCC(O)CNC(C)c1ccccc1 (stereo unspecified),?,?,?,19%,-13%,?,-8%,-28%,5%
COc1ccc(CNC(=O)CN2CCN(S(=O)(=O)c3cc(Br)ccc3Br)CC2)cc1OC,0%,2%,15%,-4%,?,-9,-14%,-2%,5%
C=CCn1c(COc2cccc3cccnc23)nnc1SCC(=O)OC,0%,6%,-2%,2%,18%,15,0%,10%,2%

# Part of the list above in a different format:
Compound | HT1080 IDH1KD tx | HT1080-NT tox | MCF10A rerep | SW480 rereplic | KB-V1 MDR tox | IL-1B inflam inh | KB-3-1 tox | ATXN2 expr inh | WRN inhibitor
CC1(C(=O)OCC(=O)Nc2cccc(S(=O)(=O)NC3=NCCCCC3)c2)CC1(Cl)Cl (stereo unspecified) | -5% | 8% | 0% | 7% | 4% | -4 | -1% | -1% | 2%
C=CCn1c(COc2cccc3cccnc23)nnc1SCC(=O)OC | 0% | 6% | -2% | 2% | 18% | 15 | 0% | 10% | 2%

# Bioassay records from PubChem BioAssay.
